M4 PAM: human M4 muscarinic receptor positive allosteric modulators, primary screen, CHO-K1 cells, Fluo-8 calcium fluorescence; Muscarinic acetylcholine receptor M4 (Homo sapiens), P08173; 360,000 compounds, 0.4% hits; CHO-K1 hM4/Gqi5, ACh EC20; 0% = ACh EC20, 100% = maximal ACh; AID 624126, 2012; activation, % at 3 µM;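 active = activation above its plate's cutoff, the mean activation of sample wells plus 3 SD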; also: some results filed as inactive read as strong as hits
Target sequence (P08173 whole entry, looked up): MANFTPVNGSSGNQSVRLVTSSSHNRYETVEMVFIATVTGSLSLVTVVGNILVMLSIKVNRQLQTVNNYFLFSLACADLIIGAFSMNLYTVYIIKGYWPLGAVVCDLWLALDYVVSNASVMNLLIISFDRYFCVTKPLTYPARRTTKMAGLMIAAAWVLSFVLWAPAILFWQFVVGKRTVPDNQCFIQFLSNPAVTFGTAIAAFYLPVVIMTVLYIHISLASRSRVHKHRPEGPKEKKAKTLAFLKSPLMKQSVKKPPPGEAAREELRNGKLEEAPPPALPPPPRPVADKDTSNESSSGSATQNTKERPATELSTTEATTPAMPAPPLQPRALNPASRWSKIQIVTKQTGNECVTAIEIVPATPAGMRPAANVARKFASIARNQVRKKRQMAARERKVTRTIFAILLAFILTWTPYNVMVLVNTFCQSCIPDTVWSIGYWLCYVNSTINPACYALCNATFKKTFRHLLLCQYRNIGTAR
TAAR1 antag: human TAAR1 antagonists, primary screen, Fluo-8 calcium fluorescence, CHO RD-HGA16 cells; Trace amine-associated receptor 1 (Homo sapiens), Q96RJ0; antagonist; inhibition, % at 3 µM; 360,000 compounds, 1.5% hits; AID 624466, 2012;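 active = inhibition above a per-plate cutoff, the mean inhibition of test compounds on that plate plus 3 SD, cut at about 49% in these data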;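 also: 0% = DMSO plus EC80 beta-PEA response and 100% = DMSO alone without agonist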
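Test system: CHO RD-HGA16 cells bearing hTAAR1 | Reagent: β-PEA, EC80 | Compound dosing: 3 µM, single point | Schedule: Dye loading 75 min at 37 °C, then 30 min room temperature | Signal: Calcium fluorescence with Fluo-8 | Evaluation: Percent inhibition of PEA-evoked calcium signal, max/basal emission ratio | Control set: DMSO-only wells and EC80 β-PEA-stimulated wells | Repeats: Singlicate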
CRFR2-BP antag: antagonists of CRF-BP/CRF-R2 complex, primary screen, cell-based, HEK293, calcium dye fluorescence, uHTS. inhibition, % at 11.8 µM. 350,000 compounds, 0.59% hits. CRF-induced calcium fluorescence;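 active = inhibition of the ligand-induced calcium signal above about 50% at the single tested concentration, limit read from the data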
M5 ag: human M5 muscarinic receptor agonists, primary screen, CHO-K1 cells, Fluo-8 calcium fluorescence; Muscarinic acetylcholine receptor M5 (Homo sapiens), P08912; CHO-K1 hM5 cells; 0% DMSO wells, 100% maximal acetylcholine response; activation, % at 3 µM; 360,000 compounds, 0.19% hits;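 active = activation above the run's mean over test compounds plus 3 SD, cut at about 23% in these data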;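 also: signal is peak over basal fluorescence ratio across the kinetic read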
Target sequence (P08912 whole entry, looked up): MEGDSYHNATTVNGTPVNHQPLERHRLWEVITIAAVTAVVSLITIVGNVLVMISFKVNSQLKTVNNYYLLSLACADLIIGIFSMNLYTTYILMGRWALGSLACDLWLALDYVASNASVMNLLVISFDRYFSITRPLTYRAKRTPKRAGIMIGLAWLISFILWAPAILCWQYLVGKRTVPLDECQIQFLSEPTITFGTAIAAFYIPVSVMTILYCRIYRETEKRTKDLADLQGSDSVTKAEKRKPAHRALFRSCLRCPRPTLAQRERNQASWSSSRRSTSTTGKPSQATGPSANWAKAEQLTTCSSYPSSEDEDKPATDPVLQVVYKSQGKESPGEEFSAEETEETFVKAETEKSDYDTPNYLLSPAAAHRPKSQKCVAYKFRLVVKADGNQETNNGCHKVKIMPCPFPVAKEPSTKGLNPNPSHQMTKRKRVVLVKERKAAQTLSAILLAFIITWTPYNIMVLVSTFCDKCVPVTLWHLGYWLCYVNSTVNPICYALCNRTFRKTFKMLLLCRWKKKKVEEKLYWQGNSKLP
CHO-K1 Ca PAM: nonselective calcium activators in parental CHO-K1 cells, primary screen, counter-screen for M1 PAM project, cell-based, Fluo-8 calcium fluorescence, full deck, 1536-well; ATP EC20; 0% at ATP EC20, 100% at ATP max; activation, % at 3 µM; 360,000 compounds, 0.02% hits; AID 602247, 2012;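 active = activation above the run cutoff, the mean activation of all test compounds plus 3 SD, cut at about 40% in these data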;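 also: peak over basal fluorescence ratio in a 140 s read after ATP addition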
CHRM5 antagonist: human M5 muscarinic receptor antagonists, primary screen, CHO cells, Fluo-8 calcium fluorescence; inhibition, % at 3 µM; 360,000 compounds, 0.59% hits; CHO-hM5 cells, ACh EC80; AID 624040, 2012;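 active = inhibition above a per-plate cutoff, the mean of that plate's test compounds plus 3 SD, cut at about 27% in these data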;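 also: 0% = acetylcholine EC80 with DMSO and 100% = DMSO without agonist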
CRFR2-BP ag: agonists of CRF-BP/CRF-R2 complex, primary screen, cell-based, HEK293, calcium dye fluorescence, uHTS. CRF-binding protein / CRF receptor 2 complex (human). calcium dye fluorescence (FLIPR); percent of saturating CRF peptide response. activation, % at 13.2 µM. 350,000 compounds, 0.46% hits. AID 588473, 2011;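 active = activation of at least 50%, plus an integration ratio under a set limit after plate pattern correction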;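 also: plate controls were neutral control wells without compound for no effect and CRF at EC100 for full effect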
M5 PAM: human M5 muscarinic receptor positive allosteric modulators, primary screen, CHO-K1 cells, Fluo-8 calcium fluorescence | Muscarinic acetylcholine receptor M5 (Homo sapiens), P08912 | CHO-K1 hM5, ACh EC20 PAM; 0% = ACh EC20, 100% = ACh EC100 | activation, % at 3 µM | 360,000 compounds, 0.3% hits;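 active = activation above the run cutoff, the mean activation of all test compounds plus 3 SD, cut at about 18% in these data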
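Measured by: Fluo-8 calcium fluorescence; material: human M5 receptor in CHO-K1 cells; schedule: Post-acetylcholine fluorescence recording 140 s; benchmarks: low control EC20 acetylcholine (0%), high control EC100 acetylcholine (100%); read-out: Max/basal fluorescence ratio as % of EC20–EC100 ACh window; compound: single dose, 3 µM nominal final test concentration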
TAAR1 ag: human TAAR1 agonists, primary screen, Fluo-8 calcium fluorescence, CHO RD-HGA16 cells; Trace amine-associated receptor 1 (Homo sapiens), Q96RJ0; vehicle wells 0%, saturating PEA agonist 100%; activation, % at 3 µM; 360,000 compounds, 0.99% hits; AID 624467, 2012;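 active = activation above the mean activation of all test compounds in the run plus 3 SD, cut at about 38% in these data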
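Repeats: no replicates (n 1) | Material: CHO-derived RD-HGA16 cells with stable Gα16 and human TAAR1 | Technique: Kinetic Fluo-8 calcium fluorescence | Schedule: 17-24 h seeding, 75 min 37 °C dye, 30 min RT | Evaluation: % activation from peak over basal fluorescence ratio, DMSO-to-PEA scaled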
The depositor's hits bear a star; / = not tested or not shown.

cpd	smiles	M4 PAM	TAAR1 antag	CRFR2-BP antag	M5 ag	CHO-K1 Ca PAM	CHRM5 antagonist	CRFR2-BP ag	M5 PAM	TAAR1 ag
1	CCCCn1c(N)c(N(CC)C(=O)C(c2ccccc2)c2ccccc2)c(=O)[nH]c1=O	-5	-17	-4	-1	21	3	0.3	0	6
2	Cc1cc(SC(C)C(=O)NCC(=O)Nc2ccc(F)c(F)c2F)nc2ccccc12 (stereo unspecified)	-5	-6	-18	-3	6	-2	1.9	0	-1
3	CC(=O)c1sc(NC(=O)c2cc3c(C)nn(-c4ccccc4)c3s2)nc1C	-3	7	6	-4	10	-1	0.7	-3	5
4	COc1ccc(C#Cc2ccc3c(c2)O[C@H](CN(C)C(C)=O)[C@H](C)CN([C@@H](C)CO)S3(=O)=O)cc1	2	22	0	1	10	2	-0.5	-2	7
5	CCN(CC)C(=O)c1sc(NC(=O)c2cccnc2)c(C(=O)OC)c1C	-4	-18	-5	-2	11	9	-0.6	-2	2
6	Cc1ccccc1CNC(=O)c1ccc2sc([C@H]3C[C@H](O)[C@@H](CO)O3)nc2c1	1	0	/	0	14	1	/	4	1
7	O=C(COC(=O)/C=C/c1cccc(Cl)c1)NCCC1=CCCCC1	0	32	17	-2	20	-1	0.9	-2	39*
8	COc1ccccc1CCNC(=O)c1ccoc1C	4	16	-7	-3	15	-4	-0.4	-2	40*
9	CC1=C(OC(=O)c2ccccc2)C(C)(C)C(c2ccc(Br)cc2)OC1=O (stereo unspecified)	-5	0	9	-3	-7	-6	0.9	3	3
10	Cc1ccc(C(=O)Nc2ccsc2C(=O)O)cc1	4	2	6	1	-4	9	-0.2	3	3
11	COc1ccc(NC(=O)c2cc(-c3cc(C)cs3)[nH]n2)cc1OC	3	14	/	1	5	3	/	-4	3
12	C(=N\NC(=Nc1ccccc1)c1ccccn1)/c1ccccn1	-3	-4	12	0	3	-7	0.1	-1	3
13	N#Cc1ccccc1S(=O)(=O)N1CCN(C(=O)CN(Cc2ccco2)Cc2cccs2)CC1	-6	9	0	0	-6	2	-0.8	-2	2
14	COc1cc(C(O)c2nc3ccccc3s2)cc(OC)c1OC (stereo unspecified)	-1	2	17	3	-6	16	-1.6	-11	3
15	CC(C)c1ccc(SCc2noc(C(=O)NCC3CCCO3)c2C(=O)O)cc1 (stereo unspecified)	6	14	5	2	5	3	-1.4	5	-1
16	COc1ccc(C(CNC(=O)c2cccc(NS(=O)(=O)c3ccccc3)c2)N2CCCC2)cc1 (stereo unspecified)	3	19	-7	-12	-15	3	-0.4	2	2
17	COc1ccc(NC(=O)c2ccco2)cc1NC(=O)c1ccc(Br)o1	1	-3	-22	-2	15	0	0.5	-3	2
18	O=C(Nc1ccccc1Cl)c1sccc1-c1ccccc1	-1	15	-5	-1	38	4	1.9	0	3
19	COc1ccc(NC(=O)CCNC(=O)c2ccccc2Cl)cc1OC	-10	1	-8	3	-2	8	2.3	-10	0
20	Cc1c(C(=O)NC(C(C)C)C(C)C)cccc1[N+](=O)[O-]	7	-5	6	-1	-3	-2	0.3	1	0
21	CN=C1CC(C)(C)CC(=O)/C1=C(/O)CCCN1C(=O)c2ccccc2C1=O	8	-10	-8	1	18	3	-0.3	6	6
22	CCC1(CC)NC(=O)N(CC(=O)N2N=C(c3ccc(Cl)cc3)CC2c2ccco2)C1=O (stereo unspecified)	-22	-12	-8	3	8	8	-4.5	-12	1
23	O=C(Nc1cccc(F)c1)N(Cc1ccc(Cl)cc1)CC(O)C(F)(F)F (stereo unspecified)	-9	22	4	4	9	2	8.2	-11	8
24	CCOc1ccccc1NC(=O)Cn1[nH]c(=O)c2ccccc2c1=O	-8	/	/	-1	11	5	/	3	/
25	COc1ccccc1NC(=O)Nc1ccncc1	7	-4	-5	-5	8	-8	-0.3	-9	4
26	O=C(NCCCn1ccnc1)C(F)(F)C(F)(F)C(=O)NCCCn1ccnc1	-3	12	-5	-2	-5	1	1.0	-5	1
27	Cc1csc(=O)n1CCC(=O)OCC(=O)NCc1ccc(F)cc1	5	-22	6	2	10	-2	-0.7	2	4
28	O=C(NCC(=O)N1CCCC(C(F)(F)F)C1)c1ccc(Br)o1 (stereo unspecified)	3	-16	-2	2	0	10	1.1	7	6
29	Cc1c(Cl)cccc1NC(=O)Nc1cc(C(C)(C)C)nn1C	-3	-12	5	1	16	6	-0.1	-6	3
30	COc1ccccc1N1CCN(C(C)C(=O)Nc2ccc(S(=O)(=O)N3CCOCC3)cc2)CC1 (stereo unspecified)	0	-8	-4	2	12	-2	-6.4	2	1
31	CCC(C(=O)OCC(=O)N1C(C)CCCC1C)c1ccccc1 (stereo unspecified)	-2	-19	-5	-8	2	-2	0.8	1	3
32	Cn1cc(CN2CCCC(C(=O)Nc3cccc(-c4cc5ccccc5[nH]4)c3)C2)cn1 (stereo unspecified)	4	13	-29	-5	-9	2	17	-8	26
33	COCCN(Cc1cccs1)S(=O)(=O)c1ccc(-c2ccc(=O)[nH]n2)s1	0	-11	1	-1	-11	-4	-2.8	3	1
34	CC(C)C(NC(=O)c1c(F)cccc1F)C(=O)N1CCN(c2ccccc2F)CC1 (stereo unspecified)	-6	-6	3	-4	11	18	0.6	-1	0
35	CCOc1ccccc1NC(=O)Cn1c(C)cc(COC)c(C#N)c1=O	-3	-1	-3	1	10	5	0.1	-4	1
36	CSc1ccccc1NC(=S)NC1CCCCC1	4	3	4	-3	-6	-1	-6.4	10	5
37	CCOC(=O)C1CCN(C(=O)CCNC(=O)Cn2cnc3ccccc3c2=O)CC1	-3	3	23	-1	-2	8	0.2	0	0
38	O=C(C1=C[C@H](c2csc3ccccc23)C[C@H](OCc2ccc(CO)cc2)O1)N1CCN(Cc2ccc3c(c2)OCO3)CC1	-4	27	0	1	2	7	0.0	-5	4
39	CC(C)(C)NC(=O)C(=O)NNC(=O)c1ccc(C(C)(C)C)cc1	2	-3	-35	2	12	2	46	-1	2
40	Cc1ccc(S(=O)(=O)NCCCN2CCCC2)cc1	21*	-7	6	-3	13	23	1.2	15	-1
41	Cc1cc(-c2nnc(SCC(=O)Nc3nccs3)o2)no1	16	-48	5	7	21	-15	-3.3	20*	2
42	Cc1ccc(C(=O)COC(=O)C2CC(=O)N(c3nc(-c4ccccc4)cs3)C2)cc1C (stereo unspecified)	2	2	-17	-2	-2	-6	2.4	6	7
43	Cc1cccn2c(=O)c3cc(S(=O)(=O)c4ccc(Br)cc4)c(=N)n(C4CCCCC4)c3nc12	-2	-10	-10	-2	8	6	7.7	-2	0
44	CCOC(=O)N1CCN(S(=O)(=O)N2CCCC(C(=O)NCCCN3CC(C)CC(C)C3)C2)CC1 (stereo unspecified)	0	-19	31	-5	-22	-9	-0.3	7	2
45	O=[N+]([O-])c1cc(S(=O)(=O)Nc2ccccc2)ccc1-n1nnc2ccccc21	1	19	-6	0	12	-9	5.2	-6	22
46	O=C(c1ccco1)N1c2ccccc2Sc2ccccc21	-1	21	24	-12	0	-4	-1.0	-15	10
47	CCCCCC(=O)Nc1c(-c2ccc(OC)cc2)c(=O)c2ccccc2n1C	0	-7	-13	-3	16	-2	-0.8	5	9
48	Cc1ccc(-c2nc(CS(=O)(=O)CC(=O)NC3CCC(C)CC3)c(C)o2)cc1 (stereo unspecified)	2	-34	-1	-4	9	5	1.3	-1	4
49	Cc1oc(C)c(C(=O)O)c1COc1ccc(C(=O)O)cc1	2	-11	10	-5	18	-1	-2.4	-3	1
50	COc1ccc(CCNS(=O)(=O)c2ccc3c(c2)oc(=O)n3C)cc1OC	0	-1	14	3	9	9	0.0	1	0

Next structures.
cpd	smiles	M4 PAM	TAAR1 antag	CRFR2-BP antag	M5 ag	CHO-K1 Ca PAM	CHRM5 antagonist	CRFR2-BP ag	M5 PAM	TAAR1 ag
51	O=C(Nc1ccc(O)cc1C(=O)O)c1ccc2c(c1)C(=O)N(Cc1ccco1)C2=O	7	-50	12	3	10	-2	0.6	3	2
52	CC(=O)Nc1cccc(-c2csc(N)n2)c1	-9	8	1	-5	-7	-13	0.2	-6	6
53	CCN(c1ccccc1)S(=O)(=O)c1cnc[nH]1	5	2	-16	-2	-8	6	-0.7	-7	3
54	Nc1nonc1C(=O)NCCNCc1ccccc1	5	-6	2	1	13	-1	3.5	-1	-1
55	CC1CCN(S(=O)(=O)c2cccc(C(=O)NNC(=O)c3ccco3)c2)CC1	3	-35	-13	-3	10	1	4.1	3	-1
56	Cc1ccc(N(CC(=O)NCc2ccc(F)cc2)S(=O)(=O)c2c(C)nn(C)c2C)cc1	-2	-5	0	-2	22	-14	-0.5	8	5
57	CC1C(=O)N2CCCc3cc(S(=O)(=O)N(C)Cc4ccccc4)cc1c32 (stereo unspecified)	-3	7	-4	-2	16	1	-1.2	-1	0
58	CCOC(=O)c1c(-c2cccc(N)c2)cn2ccccc12	9	11	14	0	30	1	-1.2	11	0
59	C/C(Cl)=C\Cn1c(N2CCCC2)nc2c1c(=O)n(C)c(=O)n2C	3	-1	-1	-4	-3	2	-0.4	6	0
60	COc1cc(C=O)c(Br)cc1OCc1ccc(C)cc1	7	4	7	-4	10	2	2.3	3	2
61	O=C(COC(=O)c1ccccn1)Nc1cc(Cl)ccc1Cl	1	-5	-25	1	13	1	0.9	1	5
62	C#Cc1ccc([C@H]2C=C(C(=O)OCC=C)O[C@@H](OCc3ccc(CO)cc3)C2)cc1	-6	9	11	-2	-4	15	-0.1	1	1
63	N=C(N)SCc1nc2ccccn2c1Br	1	-6	16	-5	-6	1	-1.0	-2	4
64	O=C(COc1cccc(C(F)(F)F)c1)N1CCN(c2ccc(O)cc2)CC1	7	-22	7	5	8	-4	0.1	12	5
65	Cc1ccccc1Oc1cc(NC(=O)CCCn2nc(C)c([N+](=O)[O-])c2C)cc([N+](=O)[O-])c1	-20	16	51*	-1	11	13	6.8	-15	2
66	O=C(O)c1ccc(NCc2nc3ccccc3n2CCOc2ccccc2Cl)cc1	-1	43	-3	-2	16	2	0.3	-5	16
67	O=c1[nH]n(-c2ccc(F)cc2)c2ncccc12	1	10	-11	0	18	-3	-1.9	4	6
